Screens as filed in PubChem.
GLP-1R agonist: activates the human GLP-1 receptor; P43220; HEK293 GLP-1R CRE-luciferase, luminescence, 4-6 h; cells express a hypersensitive GLP-1R form; Potency, µM (highest dose often 45.6 µM), for inactives: at the highest dose activation, hits mostly activators; actives 0.007% (n = 380,000); AID 624172; also: % of control where 0% means no effect
Target sequence (P43220 whole entry, looked up): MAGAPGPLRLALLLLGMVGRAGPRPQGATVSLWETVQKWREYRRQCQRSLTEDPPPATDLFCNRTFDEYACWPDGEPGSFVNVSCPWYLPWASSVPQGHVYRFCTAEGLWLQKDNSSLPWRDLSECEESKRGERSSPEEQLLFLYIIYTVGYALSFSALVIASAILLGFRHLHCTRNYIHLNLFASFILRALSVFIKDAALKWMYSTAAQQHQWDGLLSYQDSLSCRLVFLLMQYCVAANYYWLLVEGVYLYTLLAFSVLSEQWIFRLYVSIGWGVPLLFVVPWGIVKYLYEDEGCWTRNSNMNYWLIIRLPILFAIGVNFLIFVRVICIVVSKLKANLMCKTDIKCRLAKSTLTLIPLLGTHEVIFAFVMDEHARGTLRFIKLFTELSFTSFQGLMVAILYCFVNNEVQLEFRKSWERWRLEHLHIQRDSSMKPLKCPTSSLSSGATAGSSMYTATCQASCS
GLP1R inv ag: acts as inverse agonist at human GLP-1 receptor | actives 1.6% (n = 410,000) | AID 624417 | Potency, µM (series often up to 38.3 µM), for the others: top-dose activity change, negative = inhibition, hits mostly inhibitors | HEK293 GLP-1R CRE-luciferase, luminescence, 24 h; GLP-1R form is constitutively active; also: % is scaled to controls: 0 for no effect and ±100 for the full control effect; nearly all actives have a fitted effect of over 55% in size
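Inverse agonism was detected as reduced cAMP-driven luciferase luminescence after 24 h compound treatment. The cells were HEK293 clones expressing constitutively active human GLP-1R with the reporter. Reporter-only and GPR119 cell lines served as counterscreen controls.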
HT1080NT lethal: kills 2HG-producing HT-1080-NT fibrosarcoma cells | HT-1080-NT fibrosarcoma viability, CellTiter-Glo ATP luminescence, 48 h | Potency, µM (top dose mostly 46.1 µM), inactives show at the top dose activity, negative = less viability, actives largely listed as cytotoxic | actives 1.6% (n = 360,000);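 also: NT is the 2HG producing partner of a matched IDH1 knockdown line; 0% = DMSO-treated cells and -100% = media-only wells without cells; nearly all actives have a fitted effect of over 55% in size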
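Fibrosarcoma NT cells, 750 per well in 5% FBS RPMI, were exposed to compound for 48 hours. Viability: CellTiter-Glo luminescence.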
KB-V1 cytotox: kills drug-selected multidrug resistant KB-V1 cells; AID 1347076; KB-V1 MDR cells viability, CellTiter-Glo, 72 h; Potency, µM (highest dose often 46.1 µM), without a hit: at the top dose activity change, negative = cytotoxicity, actives largely listed as cytotoxic; actives 3.4% (n = 400,000); also: % is scaled to controls: 0 for no effect and ±100 for the full control effect; nearly all actives have a fitted effect of over 60% in size
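Drug-selected KB-V1 cells, grown in DMEM lacking phenol red with 10% FBS, receive compound titrations; after three days at 37 degrees C, surviving cell ATP is quantified by CellTiter-Glo luminescence and responses normalized and curve-fitted.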
HT1080 IDH1KD tx: toxicity to HT-1080 IDH1 knockdown cells (counter line); HT-1080 IDH1 knockdown viability, ATP luminescence, 48 h; Potency, µM (top dose mostly 46.1 µM), for the others: at the highest dose activity, negative = toxicity, most hits filed as cytotoxic; actives 2% (n = 360,000); AID 686971;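 also: 0% = DMSO wells and -100% = cell-free medium wells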
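Assay cells: HT-1080 with IDH1 knockdown, 750 per well, RPMI/5% FBS. Exposure: 48 h at 37 °C following 2 h pre-incubation. Read: CellTiter-Glo luminescence; fitted concentration-response, curve class assigned.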
HEK293 tox: cytotoxicity counter-screen for GLP-1 receptor inverse agonists; HEK293 cAMP-luciferase reporter cells, luminescence, 24 h; Potency, µM (titrated, usually from 38.3 µM), for the others: at the top dose activity change, negative = inhibition, actives largely listed as inhibitors; actives 0.13% (n = 410,000);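 also: loss of luciferase light is scored as toxicity; % is scaled to controls: 0 for no effect and ±100 for the full control effect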
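Quantitative HTS format, 1536 wells, 200 cells/uL seeded. Compounds: 23 nL, 24 h, 37 °C. Detection: luciferase reagent, luminescence at 12 min RT; decreased signal taken as cytotoxic.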
TDP-43 yeast inh: TDP-43 toxicity inhibition in yeast; TDP-43 expressing yeast growth rescue, BacTiter-Glo, 24 h; Potency, µM (top dose mostly 46.1 µM), inactives show at the highest dose growth rescue (activation), usual class: activators; actives 1.8% (n = 410,000); AID 652104; also: % of control where 0% means no effect; nearly all actives have a fitted effect of over 50% in size
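Luminescence from BacTiter-Glo reports growth of TDP-43-expressing yeast after 24 hr at 30 deg C with compound. Cells were raffinose-pregrown to mid-log, then seeded in galactose medium at OD600=0.02.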
SW480 rerep: DNA re-replication induction in SW480 cells. SW480 DNA re-replication, Hoechst DNA content imaging, 48 h. Potency, µM (top dose mostly 46.1 µM), for inactives: at the top dose re-replication activation, most hits filed as activators. actives 1.8% (n = 340,000); also: % of control where 0% means no effect; nearly all actives have a fitted effect of over 55% in size
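Per well, 250 cells were exposed to pinned compound for 48 hr. Nuclear DNA was visualised with Hoechst (40 min, 37 C) and total object intensity recorded by fluorescence scanning.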
KB-3-1 cytotox: KB-3-1 parental cell cytotoxicity; Potency, µM (highest dose often 46.1 µM), without a hit: at the highest dose activity change, negative = cytotoxic, actives largely listed as cytotoxic; AID 1347075; KB-3-1 viability, CellTiter-Glo ATP luminescence, 72 h; actives 1.4% (n = 400,000); also: % is scaled to controls: 0 for no effect and ±100 for the full control effect; nearly all actives have a fitted effect of over 60% in size
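Using CellTiter-Glo luminescence, growth of non-resistant KB-3-1 adenocarcinoma cells is assessed 72 h after pin-tool compound addition at 37 °C. Normalized responses across the concentration series yield fitted curves.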
Numbers without * were called inactive; ? = inconclusive; . = not tested or not shown; [ ] = another dose, or the depositor's remark. Calls follow the shape of the dose curve; as a rule, active = well fitted curve in the direction sought with a large enough effect; inconclusive = small, poorly fitted or top-dose-only effect, or another doubt; inactive = no such curve, though single readings can be large; an effect the other way counts as inactive or inconclusive. Potency is read from the fitted curve at half-maximal effect. No enrichment for hits; 9.4% or so of the library scored in one or more.

SMILES | GLP-1R agonist | GLP1R inv ag | HT1080NT lethal | KB-V1 cytotox | HT1080 IDH1KD tx | HEK293 tox | TDP-43 yeast inh | SW480 rerep | KB-3-1 cytotox
Cc1ccc(C(=O)N/C(=C\c2cccs2)C(=O)NCc2ccncc2)cc1 | 5% | 2% | -12% | 3% | -2% | 5% | -33% | -15% | 2%
Cc1cccc(COCC(Cc2ccccc2)N2CCN(C(=O)c3ccc(C(F)(F)F)cc3)CCC2=O)c1 (stereo not given) | 0% | 11µM* | -2% | 12µM* | -29% | -11% | 29% | 7% | 21µM*
COc1ccc(OCCN2C(=O)c3ccccc3C2=O)c([N+](=O)[O-])c1 | 7% | -1% | 21% | -11% | 9% | -2% | ? | -30% | 0%
CCC(C)(C)n1nnnc1C(c1ccc(O)cc1)N1CCc2ccccc2C1 (stereo not given) | 6% | -4% | 0% | 6% | -8% | 9% | 15% | 15% | 9%
O=C(CCc1ccccn1)N1CCCC(N2CCN(c3ccc(F)cc3)CC2)C1 (stereo not given) | -6% | -6% | 10% | . | 2% | -1% | 8% | 0% | .
Cc1ccccc1CN(c1ccc(C(=O)N2CCN(C)CC2)cc1)S(C)(=O)=O | 2% | 12% | 7% | -2% | 14% | 1% | 4% | -59% | 4%
Cn1c(Cl)c(/C=N/OC(=O)c2ccc(Cl)cc2)c2ccccc21 | 1% | 12% | -1% | -16% | -3%[9.24 µM] | -5% | -2% | -10% | 8%
Cc1cc(F)ccc1N1CCC(N2CCN(CCC(C)C)C(CCO)C2)CC1 (stereo not given) | 0% | ? | 18µM* | ? | ? | ? | -9% | 25% | -11%
CO/N=C/NC(=O)c1c(OC)ccnc1Oc1ccc(Cl)cc1 | 10% | 5% | 9% | 11% | 6% | -12% | -1% | -13% | -6%
CCC(=O)Nc1ccc2nc(SCC(=O)N3CCOCC3)sc2c1 | 1% | 3% | -6% | -8% | 3% | -2% | -15% | 2% | -3%
COc1ccc(NC(=O)C2CCCNC2=O)cc1 (stereo not given) | 6% | 22% | 4% | ? | 7% | -3% | 5% | -11% | 12%
CC1Sc2ccc(S(=O)(=O)CCC(=O)N(C)Cc3ccco3)cc2NC1=O (stereo not given) | 7% | -21% | -2% | 3% | 0% | -1% | 9% | 2% | 6%
O=C(NCCCN1CCCC1=O)C(=O)NCC1OCCN1S(=O)(=O)c1ccc(Br)cc1 (stereo not given) | 3% | -3% | -4% | . | 7% | 1% | 3% | -2% | .
CCOc1ccc2c(c1)NC(c1ccc(OCC)c(OCC)c1)=NC(c1ccc(F)cc1)=N2 | . | -22% | . | 1% | . | -2% | 28% | . | ?
COc1ccc(Cl)cc1NC(=O)C(C)n1nnc2sc3c(c2c1=O)CCCC3 (stereo not given) | . | 6% | . | 8% | . | 14% | 16% | . | 0%
COc1cccc(C(=O)OCCN2CCOCC2)c1 | -3% | 24% | 6% | ? | 8% | -3% | 2% | 1% | 11%
O=C(Nc1cccc(Oc2ccccc2)c1)C1Cc2c(-c3ccccc3)ccnc2O1 (stereo not given) | -8% | ? | -7% | ? | 0% | 5% | -2% | . | 14%
COc1ccc2ccc(O)c(CN3CCN(S(=O)(=O)c4cc([N+](=O)[O-])ccc4C)CC3)c2c1 | -4% | -4% | 0% | 2% | -2% | 3% | 15% | 10% | 14%
O=C(O)CC(CC(=O)Nc1ccc(C(=O)O)cc1)c1ccccc1 (stereo not given) | -3% | -7% | 9% | ? | -1% | -6% | 13% | -13% | 1%
COc1cc(S(=O)(=O)N2CCN(C(=O)c3cccs3)CC2)ccc1NC(C)=O | -1% | 6% | 1% | 16% | 9% | 1% | 6% | . | 1%

Fetched by structure from above (3):
SMILES | GLP-1R agonist | GLP1R inv ag | HT1080NT lethal | KB-V1 cytotox | HT1080 IDH1KD tx | HEK293 tox | TDP-43 yeast inh | SW480 rerep | KB-3-1 cytotox
O=C(NCCCN1CCCC1=O)C(=O)NCC1OCCN1S(=O)(=O)c1ccc(Br)cc1 (stereo not given) | 3% | -3% | -4% | . | 7% | 1% | 3% | -2% | .
COc1ccc(OCCN2C(=O)c3ccccc3C2=O)c([N+](=O)[O-])c1 | 7% | -1% | 21% | -11% | 9% | -2% | ? | -30% | 0%
O=C(Nc1cccc(Oc2ccccc2)c1)C1Cc2c(-c3ccccc3)ccnc2O1 (stereo not given) | -8% | ? | -7% | ? | 0% | 5% | -2% | . | 14%

Additional records follow:
SMILES | GLP-1R agonist | GLP1R inv ag | HT1080NT lethal | KB-V1 cytotox | HT1080 IDH1KD tx | HEK293 tox | TDP-43 yeast inh | SW480 rerep | KB-3-1 cytotox
CCCCn1nc(NC(=O)c2cccc(Cl)c2)c2cc3ccc(C)cc3nc21 | . | 3% | . | 8% | . | 30%[activator] | 12% | . | -1%
CCCC1=NN(C(=O)C(=O)Nc2ccc(Br)cc2)C(O)(C(F)(F)F)C1 (stereo not given) | 12% | 7.1µM* | 13µM* | 27% | 16µM* | ? | -16%[1.82 µM] | ? | 10%
COc1ccc(NC(=O)CSc2nnnn2-c2ccccc2OC)c(OC)c1 | 11% | 10% | -1% | -5% | -3% | -9% | 27% | 6% | 6%
CCCN(CC(=O)Nc1ccccc1OC)C(=O)c1ccc2[nH]c3c(c2c1)CC(C)CC3 (stereo not given) | -21% | 10µM* | -2% | 16µM* | -21% | -7% | 15% | 11% | ?
CN(CCOc1ccc(-c2ccn(S(=O)(=O)c3ccc(Cl)cc3)n2)cc1)c1ccccn1 | -4% | -18% | -26% | 0% | -3% | 4% | 21% | 15% | 0%
Cc1cc(Cl)cc2sc(NC(=O)C3CC3)nc12 | 7% | -11% | 9% | 10% | 7% | 2% | 16% | 0% | 1%
C=CCNC(=O)Nc1ccc(F)cc1F | 1% | -1% | -9% | 12% | 2% | 0% | -12% | 1% | 7%
CCCCNC(=S)NNC(=O)c1nn(C)c(C)c1Cl | -8% | 1% | 20% | 5% | 6% | 7% | -1% | -2% | 12%
Cc1nc2ccccn2c1C(=O)CSc1ccccc1 | 10% | -27% | ? | -17% | -11% | -1% | -7%[0.397 µM] | -1% | -20%
CCOC(=O)Cc1csc(NC(=O)c2ccc(C)o2)n1 | 14% | 83%[activator] | -7% | 10% | 1% | 3% | 2% | -6% | 4%
O=C(COC(=O)c1ccc2c(c1)S(=O)(=O)N=C1CCCCCN12)NCCc1ccc(F)cc1 | -4% | 18% | 9% | -4% | -5% | -2% | 11% | -10% | -4%
O=C(CCC(=O)c1cccs1)NNC(=O)c1cccc(Cl)c1 | 9% | 27% | -15% | -4% | -5% | 9% | -23% | -13% | 2%
CC(C)Nc1nnc(Sc2ccc(Cl)cc2[N+](=O)[O-])s1 | 5% | -16% | -3% | -25% | -10% | -7% | 6% | . | 0%
COc1ccc(CC(=O)NCCc2ccc(Cl)cc2Cl)cc1 | 11% | ? | -1% | ? | -4% | -9% | 11% | 0% | 14%
COc1cccc(C(=O)N/N=c2/oc3ccccc3cc2C(N)=O)c1 | 18% | 46%[activator] | 9% | ? | -1% | -9% | -7% | -6% | 13%
CCC1CCCCN1C(=O)CCn1ccnc1 (stereo not given) | 3% | -2% | 12% | 0% | 9% | 6% | 20% | 18% | 16%
CCCC1CC(c2csc(N)n2)CCO1 (stereo not given) | 6% | 2% | 2% | -3% | -3% | 8% | -9% | -1% | -2%
CC(C)CNc1nc(N)c([N+](=O)[O-])c(N2CCCCCC2)n1 | 26% | ? | ? | 9.2µM* | ? | -14% | -9% | 16% | 18µM*
Cc1cc(C)c(CN2CCN(C(=O)Cn3cnc(C(=O)Nc4ccc(C)c(C)c4)n3)CC2)c(C)c1 | -2% | ? | ? | -2% | -97% | ? | 16% | ? | 0%
COc1cccc(C2C3=C(CC(C)(C)CC3=O)Nc3cc(OC)c(OC)cc32)c1 (stereo not given) | 15% | 15% | 0% | -8% | -3% | -1% | -17% | 1% | 0%
O=C(Nc1ccccc1)c1cc(C2CCCN(C(=O)OCc3ccccc3)C2)on1 (stereo not given) | 27% | ? | ? | 5% | 9% | -5% | 35µM* | . | 0%
Cc1ccc2nc3c(cc2c1)c(NS(=O)(=O)c1ccccc1)nn3CC(C)C | 0% | -4% | 6% | 7% | 1% | 0% | 3% | 1% | 18%
Cc1cn(C2CC(O)C(CO)O2)c(=O)n(Cc2ccccc2)c1=O (stereo not given) | 1% | -2% | 1% | 20% | 0% | -19% | 18% | -6% | -23%

3 of the entries above in order of the SW480 rerep value, high to low:
SMILES | SW480 rerep
C=CCNC(=O)Nc1ccc(F)cc1F | 1%
Cc1nc2ccccn2c1C(=O)CSc1ccccc1 | -1%
Cc1cn(C2CC(O)C(CO)O2)c(=O)n(Cc2ccccc2)c1=O (stereo not given) | -6%
